HBB splice mod: hemoglobin beta splicing modulation; HBB splicing reporter cell assay, activation; EGFP reporter with mutant IVS2-654 intron; response scale: normalised to 500 nM splice-correcting PNA; Potency, µM (top dose mostly 46.1 µM), without a hit: top-dose activation, actives largely listed as activators; 0.06% of 65,000 active; also: potency is read from the fitted curve at half-maximal effect; 0% is about no effect
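Compounds were applied for 2 days to HeLa EGFP-654 cells, 500/well in Optimem with 2% FCS. The reporter's EGFP is disrupted by mis-splicing of beta-globin intron IVS2-654. Readout: summed well GFP fluorescence from 488 nm laser scanning; reference was 500 nM antisense […] 654 PNA.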
4-MU autofl: compound fluoresces in the 4-MU spectral region; AID 589; compound autofluorescence, 340/450 nm, 4-MU equivalents; active compounds read high; 11% of 59,000 active; max dye-equivalent concentration, M; in the data active = max dye-equivalent concentration above about 10 nM; inconclusive = mostly about 1.1 nM to 9.6 nM
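Compounds in 100 mM Tris, pH 8.0, sat 15 min at room temperature before fluorescence was read at 340 nm excitation/450 nm emission; a per-plate six-point 4-MU standard curve converted signals to dye-equivalent concentration at each compound concentration.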
Hsp90 Hop PPI: changes Hsp90-Hop TPR2A binding signal, up or down; Potency, µM (titrated, usually from 57 µM), inactives show at the top dose activity change, negative = inhibition; AlphaScreen TPR2A-His6 binding biotin-Hsp90 C-terminal peptide; 0.44% of 71,000 active; active = well fitted curve in either direction with a large enough effect; inconclusive = small, poorly fitted or top-dose-only effect, or another doubt; also: potency is read from the fitted curve at half-maximal effect; % is scaled to controls: 0 for no effect and ±100 for the full control effect; many of its hits are not listed in these tables
ERK AVP block: inhibitors of vasopressin-stimulated ERK signaling pathway; HEK293-V1b, vasopressin-stimulated pERK AlphaScreen; Potency, µM (series often up to 57.5 µM), without a hit: at the top dose activity, negative = inhibition, most hits filed as inhibitors; 0.99% of 72,000 active; also: potency is read from the fitted curve at half-maximal effect; % is scaled to controls: 0 for no effect and ±100 for the full control effect; nearly all actives have a fitted effect of over 55% in size
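HEK293 cells stably expressing V1b receptor, seeded overnight in 1% FBS, were treated with compounds for 30 min at 37C, then stimulated 5 min with 25 nM vasopressin; phospho-ERK read by AlphaScreen SureFire after lysis.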
GFP derepression: epigenetic GFP locus derepression in mouse cells. mouse C127i GFP locus derepression, cytometry, 30 h. Potency, µM (doses to about 46.1 µM), for the others: top-dose GFP derepression (activation). 0.09% of 68,000 active. AID 597; also: % of control where 0% means no effect
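Murine C127i mammary cells carrying a silenced, stably integrated CMV-driven GFP reporter were treated with compound for 30 hours at 37 C. After PBS washes, GFP-positive cells were counted by laser-scanning microplate cytometry.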
CRE Fsk mod: CRE-bla signaling modulation under forskolin stimulation; 2.5% of 71,000 active; CHO CRE-bla reporter (cAMP response element driving beta-lactamase), forskolin EC10, beta-lactamase ratio; Potency, µM (top dose mostly 38.2 µM), inactives show at the top dose activity change, negative = inhibition, usual class: activators; active = well fitted activation curve with a large enough effect in the signal ratio, with a control signal flat, not every such curve was filed as active; inconclusive = small, poorly fitted or top-dose-only effect, or effect the other way, or a change in a side signal; the % refers to the signal ratio; also: potency is read from the fitted curve at half-maximal effect; % of control where 0% means no effect
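Using CellSensor CRE-bla CHO cells in Opti-MEM with 0.5% dialyzed FBS, compounds were titrated with EC10 NKH 477 for 3 h at 37 °C. CCF4 ratio (460/530 nm) gave %Activity; AC50 derived.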
Ub-GFP proteasome: inhibits proteasome, raising ubiquitin-GFP reporter fluorescence; 67,000 tested, under 10 active; Potency, µM (highest dose often 45.9 µM), inactives show at the highest dose activation (GFP accumulation), usual class: activators; Ubiquitin-GFP reporter cells, proteasome inhibition, GFP fluorescence; response scale: untreated = 0%, 10 µM MG-132 = 100%; active = well fitted activation curve with a large enough effect, not every such curve was filed as active; inconclusive = small, poorly fitted or top-dose-only effect, or another doubt; inactive = no such curve, though single readings can be large or run the other way; also: potency is read from the fitted curve at half-maximal effect
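GFP accumulation read-out: laser plate cytometry counting ubiquitin(G76V)-GFP-expressing U2OS cells after 4 hr compound exposure at 37 °C. Titrations spanned 46 uM to 2.9 nM; 0% = basal, 100% = 10 uM MG-132; concentration-response curves fitted.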
TexasRed autofl: compounds fluorescent in Texas Red spectral region; Compound fluorescence, Texas Red channel, 547/618 nm; active compounds read high; max dye-equivalent concentration, M; 0.06% of 59,000 active; AID 587; in the data active = max dye-equivalent concentration above about 10 nM; inconclusive = between about 1.1 nM and that limit
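Compound fluorescence was read after 15 min at room temperature in 100 mM Tris, pH 8.0, using 547 nm excitation and 618 nm emission across a concentration series. It was expressed as Texas Red dye-equivalent concentration from an on-plate standard curve.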
A350 autofl: compound fluoresces in the Alexa 350 spectral region | Compound autofluorescence, 340/450 nm, Alexa 350 dye-equivalents; active compounds read high | max dye-equivalent concentration, M | 11% of 59,000 active | AID 590; in the data active = max dye-equivalent concentration above about 10 nM; inconclusive = mostly about 1.1 nM to 9.6 nM
Fluorescein fluor: compound fluoresces in the fluorescein spectral region. Compound autofluorescence, 480/540 nm, fluorescein-equivalent; active compounds read high. 0.91% of 59,000 active. max fluorescein-equivalent concentration, M. AID 593; in the data active = max fluorescein-equivalent concentration above about 10 nM; inconclusive = between about 1.1 nM and that limit
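Values reflect compound autofluorescence, normalized to fluorescein on the same plate and reported at each tested concentration. Conditions: 100 mM Tris pH 8.0, room temperature, 15 min, excitation 480 nm, emission 540 nm.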
Luciferase inh: firefly luciferase inhibition | P08659 | purified firefly luciferase, luminescence, 8 min | Potency, µM (series often up to 57.1 µM), inactives show top-dose activity change, negative = inhibition, actives largely listed as inhibitors | 2.2% of 72,000 active; also: potency is read from the fitted curve at half-maximal effect; % is scaled to controls: 0 for no effect and ±100 for the full control effect; nearly all actives have a fitted effect of over 40% in size
Target sequence (P08659 whole entry, looked up): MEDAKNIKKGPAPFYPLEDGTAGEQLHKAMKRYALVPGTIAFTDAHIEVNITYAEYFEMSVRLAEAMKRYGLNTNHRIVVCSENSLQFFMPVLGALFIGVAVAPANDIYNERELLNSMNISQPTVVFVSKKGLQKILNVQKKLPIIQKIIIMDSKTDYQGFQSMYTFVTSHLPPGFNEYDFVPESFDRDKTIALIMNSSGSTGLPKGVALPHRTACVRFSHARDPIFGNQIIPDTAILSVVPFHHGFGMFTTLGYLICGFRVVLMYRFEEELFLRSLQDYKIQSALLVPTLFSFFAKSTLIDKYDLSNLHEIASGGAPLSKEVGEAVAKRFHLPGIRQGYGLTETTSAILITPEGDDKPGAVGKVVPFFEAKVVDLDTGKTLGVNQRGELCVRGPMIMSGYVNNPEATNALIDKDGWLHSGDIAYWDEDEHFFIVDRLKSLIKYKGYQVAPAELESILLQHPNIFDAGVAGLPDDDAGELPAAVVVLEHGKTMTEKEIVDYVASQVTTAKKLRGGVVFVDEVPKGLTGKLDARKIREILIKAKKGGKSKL
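Inhibition of light generation by firefly luciferase from ATP and luciferin was profiled with concentration-response curves per sample, ATP held at 10 uM within the enzyme's linear range. Plates were read by luminescence after an 8-minute ambient incubation.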
The depositor's hits bear a star; i = inactive; ? = inconclusive; . = no result given; [ ] = dose if it differs, or a comment. Unless noted, calls follow the shape of the dose curve; as a rule, active = well fitted curve in the direction sought with a large enough effect; inconclusive = small, poorly fitted or top-dose-only effect, or another doubt; inactive = no such curve, though single readings can be large; an effect the other way counts as inactive or inconclusive.

| mol | HBB splice mod | 4-MU autofl | Hsp90 Hop PPI | ERK AVP block | GFP derepression | CRE Fsk mod | Ub-GFP proteasome | TexasRed autofl | A350 autofl | Fluorescein fluor | Luciferase inh |
| --- | --- | --- | --- | --- | --- | --- | --- | --- | --- | --- | --- |
| Cn1nnc2cc(C(=O)Nc3cccnc3)ccc21 | -0.2% | i | ? | 30% | 2% | 4% | -3% | i | i | i | 1% |
| CCOC(=O)N1CCC(NC(=O)c2cccc3c2C(=O)N(CCOC)C3)CC1 | -0.2% | . | -3% | -9% | -2% | 15% | 9% | . | . | . | 0% |
| Cc1c(NC(=O)c2cccc(NC(=O)c3ccco3)c2)cccc1C(=O)O | -0.4% | i | -1% | -3% | 0% | 1% | 3% | i | i | i | -3% |
| COc1cccc(-c2nnc(SCC(N)=O)n2-c2ccc(Cl)cc2)c1 | 2.0% | i | -2% | -13% | -4% | 3% | -6% | ? | i | ? | 0% |
| Cc1n[nH]c(C)c1S(=O)(=O)N(CC(=O)N1CCc2ccccc21)c1ccc(C(C)C)cc1 | -0.4% | . | -2%[2.3 µM] | 6% | . | -12% | 2% | . | . | . | 0% |
| Nc1nc2n(n1)C(c1cccs1)CC(c1ccccc1)N2 (stereo unspecified) | . | ? | -3% | 5% | 0% | 9% | 4% | i | ? | i | 4% |
| CC(C)OC(=O)CSc1nnc(-c2cccnc2)n1Cc1ccccc1 | 0.5%[57.5 µM] | i | -2% | -8% | -2% | 1% | -1% | ? | i | i | 2% |
| CSc1ccc(Cl)c(C(=O)NCC(C)C)c1 | -1.8% | i | -1% | -2% | -3% | 3% | -2% | i | i | ? | -2% |
| Nc1ccc(C(=O)c2ccc3c(c2)OCCO3)cc1N | -6.5% | . | -9% | 0% | 0% | -4% | -16% | . | . | . | ? |
| COc1ccc(C2(O)CCN(C(=O)c3ccc4c(c3)OCO4)CC2)cc1 | -0.9% | ? | -3% | -25% | 1% | 7% | 0% | i | ? | ? | 1% |
| CC(=O)Nc1cccc(C(=O)Oc2cccc(C)c2)c1O | -0.3% | ? | ? | 26% | 0% | -14% | 5% | i | ? | i | -4% |
| CCCCn1c(SCc2nnc(-c3ccccc3)o2)nc2c1c(=O)n(C)c(=O)n2C | -0.1%[57.5 µM] | i | -1% | ? | -3% | 6% | -4% | i | i | i | 3% |
| CC(C)c1nc2sc3c(NCc4ccco4)ncnc3c2c2c1COC(C)(C)C2 | -1.0% | i | -2% | -17% | 9% | ? | -2% | i | i | ? | 2% |
| CCCc1cc(-c2ccc(O)c(OCC)c2)c(C#N)c(N)n1 | . | i | -2% | 6% | 0% | 2µM* | 0% | i | i | i | 1% |
| CC(=O)c1ccc(N2CCN(C(=O)C3CCCN(S(=O)(=O)c4cnc[nH]4)C3)CC2)cc1 (stereo unspecified) | -2.9% | ? | ? | 35% | 2% | ? | -10% | i | 1.1e-08M* | ? | -1% |
| O=C(NC1CCS(=O)(=O)C1)c1ccc(S(=O)(=O)NCC2CCCO2)cc1 (stereo unspecified) | 0.0% | i | -2% | -7% | 2% | 3% | -2% | i | i | i | 3% |
| O=C(Nc1ccc(NC(=O)c2ccco2)cc1)c1cnccn1 | -0.9% | . | -4% | -23% | 0% | 5% | -5% | . | . | . | -22% |
| CCOc1ccc(N(CC)C(=O)COc2cc(=O)n(C)c3ccccc23)cc1 | -1.3% | . | -1% | -8% | -3% | 1% | 3% | . | . | . | -1% |
| COc1cccc(C2=NOC(C(=O)NC(C)(C)C)C2)c1 (stereo unspecified) | -0.3% | i | -5% | 9% | 6% | ? | -6% | i | i | i | 0% |
| Cc1nc(Nc2ccccc2)[nH]c(=O)c1CCC(C)C | -0.5% | i | -6% | -13% | -2% | -2% | -1% | i | i | ? | -2% |
| CCOC(=O)N1CCN(C(=O)C2CC(c3cc(OC)ccc3OC)=NO2)CC1 (stereo unspecified) | -0.9% | ? | -5% | 12% | 0% | ? | 8% | i | ? | i | 2% |
| COc1ccc(-c2cc(=O)c3ccccc3s2)cc1 | -4.4% | 2.6e-08M* | 7% | 13µM* | -2% | -3% | -2% | i | 3.2e-08M* | ? | 16µM* |
| COc1ccccc1N(CC(=O)Nc1ccc2c(c1)OCO2)S(=O)(=O)c1ccccc1 | 0.9% | . | -5% | -22% | 0% | -7% | 3% | . | . | . | 1% |
| CC(Nc1ccc(Br)cn1)c1cc(Cl)ccc1O (stereo unspecified) | -1.8% | i | 6% | 14% | 0% | ? | 11% | i | i | i | 1% |
| CCCN(c1nc(C)cc(OC)n1)S(=O)(=O)c1ccccc1 | -1.1% | i | 27% | -9% | 1% | ? | 1% | ? | i | i | 1% |
| CCN1CCN(c2ncc3c(n2)CC(c2ccc(OC)c(OC)c2)CC3=O)CC1 (stereo unspecified) | 0.6%[57.5 µM] | i | -2% | -14% | 0% | ? | -2% | i | i | i | 3% |
| COc1ccccc1C(=O)N1CCN(S(=O)(=O)c2ccccc2)CC1 | 0.7% | . | -2% | -16% | 4% | 6% | 9% | . | . | . | 7% |
| CCOc1cc(N2CCOCC2)c(OCC)cc1NC(=O)CN1CCc2ccccc2C1 | -1.5% | i | -26% | 20% | -1% | 27% | -6% | i | i | i | -12% |
| CS(=O)(=O)N1CCc2cc(C(=O)N3CCOCC3)ccc21 | 0.9% | i | 0% | -7% | 0% | ? | 9% | i | i | ? | 2% |
| CCOC(=O)c1nn(-c2ccc3c(c2)OCO3)cc1O | 0.4%[57.5 µM] | ? | -3% | -14% | 2% | 1% | -4% | i | ? | i | -19% |
| Cc1noc(C)c1C(=O)OCC(=O)NC(=O)NC12CC3CC(CC(C3)C1)C2 | -0.4%[57.5 µM] | i | -1% | -14% | -2% | 12% | 0% | i | i | i | -7% |
| CCN(CC)c1ccc(CNC23CN4CN(CN(C4)C2)C3)cc1 | 0.0%[0.0738 µM] | . | -10%[11 µM] | -9% | -2% | -4%[7.6 µM] | 9%[9.17 µM] | . | . | . | -3% |
| C[N+](C)(C)CCCCCC[N+](C)(C)C | 0.9%[20.6 µM] | i | -2%[26 µM] | -2% | 0%[20.6 µM] | 5%[17.1 µM] | 2%[20.5 µM] | i | i | ? | -1%[25.5 µM] |
| Cc1onc(-c2ccccc2Cl)c1C(=O)N1CCN(C(=O)c2ccco2)CC1 | -0.5%[9.22 µM] | . | -4% | 15% | 0% | 1% | -8% | . | . | . | 1% |
| CCCn1c(N2CCN(C(=O)N3CCCCC3)CC2)nc2ccccc21 | -0.2%[57.5 µM] | i | -2% | -18% | 0% | -9% | -5% | i | i | i | 3% |
| CCCCCCN=CC1=C(O)C(C(=O)OC)C(C)(C)CC1=O (stereo unspecified) | 1.1% | . | -4% | 1% | -2% | 8% | -4% | . | . | . | -1% |
| O=C(c1ccc(F)cc1)C(CN1CCOCC1)c1ccccc1 (stereo unspecified) | 4.1%[1.84 µM] | i | 2% | 105%[activator] | -2% | ? | 7% | i | i | ? | 2% |
| COC(=O)N1CCC2(CCCN(C(=O)Nc3ccccc3)C2)CC1 | 2.5% | i | -9% | -9% | 5%[9.22 µM] | -3% | 0% | i | i | i | -2%[11.4 µM] |
| Cc1ccc(N(Cc2ccccc2)Cc2ccccc2)cc1 | -0.7%[9.22 µM] | i | 7%[11 µM] | 2%[11.5 µM] | 10%[9.22 µM] | ? | -2%[9.17 µM] | i | i | ? | 2%[11.4 µM] |
| CCCCCC(=O)Nc1ccc2oc(-c3cccnc3)nc2c1 | 0.6%[0.369 µM] | 1.6e-08M* | 0% | -8% | 2% | ? | . | i | 2.2e-08M* | i | 2% |
| CCC1CCCCN1CCCNC(=O)c1ccc(CS(=O)(=O)Cc2ccccc2F)o1 (stereo unspecified) | 5.0% | i | -8% | ? | 2% | ? | 12% | i | i | i | 1% |
| COC(=O)C1=C(C)NC(=O)NC1C1CC=CCC1 (stereo unspecified) | 3.3% | . | -1% | -1% | 2% | -4% | 8% | . | . | . | -2% |
| CCOc1ccc(-n2cc(C(=O)NCc3ccco3)c3cc(OC)c(OC)cc3c2=O)cc1 | -0.6% | i | -2% | 7% | 7% | 8% | -7% | i | i | i | -1% |
| Cc1cccc(N2CCN(S(=O)(=O)c3ccc4c(c3)CCN4C(=O)CCC(=O)O)CC2)c1C | 4.3% | i | -5% | 10% | 0% | ? | 1% | i | i | i | 2% |
| O=C(c1ccccc1Br)N1CCN(c2ccccc2)CC1 | -2.1% | i | -4% | 1% | -2% | -2% | -3% | ? | i | i | -1% |
| O=C(NCCc1ccco1)c1nn(Cc2ccccc2)c(=O)c2ccccc12 | 2.4% | i | 2% | -8% | -1% | ? | -9% | i | i | i | 1% |
| O=C(CCC(=O)c1cccs1)OCc1nc2ccccc2s1 | -3.3% | i | 6% | 17% | 1% | ? | -1% | i | ? | ? | 0% |
| CS(=O)(=O)N1CCN(C(=O)c2cc(-c3cccs3)nc3ccccc23)CC1 | 3.0% | 1e-06M* | -2% | -14% | -2% | 5% | 5% | i | 9.1e-07M* | i | -26% |

Bioassay records: PubChem BioAssay, National Center for Advancing Translational Sciences (NCATS)

A portion of the library; the hit share may differ from the screen's.
